Screens deposited in PubChem BioAssay by Sanford-Burnham Center for Chemical Genomics.
UBC13 inh = blocks human UBC13 polyubiquitin chain formation; P61088; TR-FRET; inhibition, % at 20 µM; 330,000 compounds, 0.47% hits; AID 485273; in the data active = inhibition above about 45%, passing the limit was not always enough
Target sequence (P61088 whole entry, looked up): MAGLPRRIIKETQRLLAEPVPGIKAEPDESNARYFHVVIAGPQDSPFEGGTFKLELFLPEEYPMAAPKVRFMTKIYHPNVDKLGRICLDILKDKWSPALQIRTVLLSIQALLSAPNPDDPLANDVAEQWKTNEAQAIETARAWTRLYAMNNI
Jurkat NFkB inh = lowers PMA/ionomycin-induced NF-kB signal in Jurkat cells; PMA/ionomycin-induced NF-kB luciferase reporter, luminescence; inhibition, % at 4 µM; AID 435003; 330,000 compounds, 0.53% hits
697 NFkB inh = lowers PMA/ionomycin-induced NF-kB signal in 697 B cells; 697 B-cell NF-kB luciferase reporter, 16 h; AID 435022; 330,000 compounds, 0.33% hits; inhibition, % at 4 µM; in the data active = inhibition above about 35%
HKDC1 inhibitor = blocks human hexokinase HKDC1 activity. Q2TB90. recombinant HKDC1, G6PDH/diaphorase resazurin coupled fluorescence. inhibition, % at 20 µM. 340,000 compounds, 0.16% hits. AID 493160;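 active = inhibition above about 35% when tested at 20 µM, limit read from the data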;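 also: plate controls were DMSO wells with enzyme for no effect and DMSO wells lacking enzyme for full effect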
Target sequence (Q2TB90 whole entry, looked up): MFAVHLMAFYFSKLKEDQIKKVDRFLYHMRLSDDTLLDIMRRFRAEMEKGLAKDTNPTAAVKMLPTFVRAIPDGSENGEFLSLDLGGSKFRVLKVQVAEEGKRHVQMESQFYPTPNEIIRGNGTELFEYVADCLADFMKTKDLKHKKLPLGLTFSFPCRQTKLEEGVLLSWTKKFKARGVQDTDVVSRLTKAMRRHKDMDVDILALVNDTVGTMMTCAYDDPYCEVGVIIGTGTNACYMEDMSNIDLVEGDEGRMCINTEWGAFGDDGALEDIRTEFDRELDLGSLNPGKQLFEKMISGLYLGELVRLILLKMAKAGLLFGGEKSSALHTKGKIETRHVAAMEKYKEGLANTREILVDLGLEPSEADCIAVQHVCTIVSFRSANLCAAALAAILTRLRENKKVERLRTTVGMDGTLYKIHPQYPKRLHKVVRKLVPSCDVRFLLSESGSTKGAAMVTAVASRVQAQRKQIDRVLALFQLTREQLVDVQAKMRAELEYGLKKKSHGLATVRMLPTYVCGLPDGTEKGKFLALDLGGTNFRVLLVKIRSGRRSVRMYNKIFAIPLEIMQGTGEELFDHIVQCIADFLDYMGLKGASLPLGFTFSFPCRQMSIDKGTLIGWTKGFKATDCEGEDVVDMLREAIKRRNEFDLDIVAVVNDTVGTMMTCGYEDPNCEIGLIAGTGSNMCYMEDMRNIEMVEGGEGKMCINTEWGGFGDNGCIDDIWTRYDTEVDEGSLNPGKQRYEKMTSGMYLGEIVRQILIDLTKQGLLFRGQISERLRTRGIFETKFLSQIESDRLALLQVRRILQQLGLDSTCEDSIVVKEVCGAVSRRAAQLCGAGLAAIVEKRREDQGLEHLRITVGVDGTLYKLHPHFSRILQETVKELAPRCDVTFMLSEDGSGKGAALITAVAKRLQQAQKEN
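Test system: recombinant HKDC1 (HK5) hexokinase enzyme, produced in-house; Amount: enzyme 5 µg/mL final; Buffer or medium: Tris pH 8.0 buffer with MgCl2, Tween-20, BSA, BME; Reagent: glucose and ATP substrates; Doses: 20 µM test compound, 1% DMSO; Incubation: 90 min reaction incubation at room temperature, dark; Detection: resorufin fluorescence at 613 nm.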
Gli-Sufu antag = Gli-Sufu pathway antagonism | inhibition, % at 5 µM | Sufu-KO-LIGHT fibroblasts, Gli luciferase reporter luminescence | AID 588413 | 340,000 compounds, 0.74% hits;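 active = inhibition above about 55%, limit read from the data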;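 also: 0% = DMSO-treated cells and 100% = wells with medium but no cells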
SENP7 block = blocks the human protease SENP7; Q9BQF6; AID 434973; 330,000 compounds, 1.5% hits; inhibition, % at 5 µM; recombinant SENP7, Z-RLRGG-aminoluciferin luminescence, 40 min;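 active = inhibition above about 50% at the single test dose, limit read from the data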;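 also: plate controls were DMSO with enzyme for no effect and no enzyme buffer wells for full effect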
SENP8 inh = blocks the human protease SENP8; 330,000 compounds, 1.2% hits; Q96LD8; purified SENP8, Z-RLRGG-aminoluciferin cleavage, luminescence; inhibition, % at 10 µM
Apaf1 inhib = human Apaf-1 inhibition; O14727; reconstituted apoptosome caspase-3 activity, DEVD-Rh110 fluorescence; inhibition, % at 20 µM; 330,000 compounds, 0.71% hits; AID 489030; active = inhibition of at least 40% at 20 µM;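 also: plate controls were DMSO wells for no effect and DEVD-CHO caspase inhibitor wells for full effect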
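Material: biochemical Apaf-1 apoptosome reconstitution. Medium: Hepes buffer, pH 7.5. Also added: cytochrome c activation, bis-DEVD rhodamine 110 substrate. Timing: 30 min compound preincubation, 50 min activation, room temperature. Measured by: rhodamine 110 fluorescence at Ex 480/Em 540 nm.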
Starred values were filed as active, the others as inactive; . = no result given. Rule as the data show it, unless noted: active = inhibition above about 50%; inactive = the rest.

# | mol | UBC13 inh | Jurkat NFkB inh | 697 NFkB inh | HKDC1 inhibitor | Gli-Sufu antag | SENP7 block | SENP8 inh | Apaf1 inhib
1 | CCCCCn1cnc2c(sc3nc4c(cc32)CSC(C)(C)C4)c1=O | 10 | -76 | -50 | -8 | -27 | -1 | 13 | 3
2 | N#CCCN1CCN(C(=S)c2ccc(-c3cc(Cl)ccc3Cl)o2)CC1 | -4 | 15 | -5 | 1 | -7 | 3 | 9 | 19
3 | Cc1ccc2oc(-c3cccc(NC(=O)C4CCCO4)c3)nc2c1 (stereo not given) | -7 | -38 | -183 | 6 | -69 | 13 | 21 | 24
4 | CCOC(=O)C1CCCN(S(=O)(=O)Cc2ccc(Cl)cc2)C1 (stereo not given) | -3 | -6 | 3 | -3 | -30 | 8 | -12 | -1
5 | COC(=O)Cc1[nH]n(-c2nc3ccccc3s2)c(=O)c1C(C)=Nc1ccc(OC)cc1 | 2 | 61* | -42 | -4 | 80* | 26 | 18 | 4
6 | CC(C)(C)C1CCC2(CC1)Nc1cccc3cccc(c13)N2 | -6 | 6 | 5 | 3 | 2 | 14 | 14 | 24
7 | COc1ccc(C(CNS(=O)(=O)c2ccccc2)N2CCN(C)CC2)cc1 (stereo not given) | 1 | 5 | 3 | -1 | 6 | 4 | 4 | 7
8 | Cc1ccc(N=C2NC(=O)C(CC(=O)O)S2)cc1 (stereo not given) | 12 | -10 | 6 | 3 | 21 | 7 | -4 | -26
9 | CCN1CCN(CC(=O)Nc2nc3ccc(OC)cc3s2)CC1 | 7 | -17 | 21 | -8 | -64 | 0 | -3 | 7
10 | CCOCCCNC(=O)c1ccc(OC(C)=O)cc1 | 8 | -12 | -3 | -2 | -4 | 1 | -1 | 1
11 | COCCCNC(=O)/C(=C\c1cccn1C)NC(=O)c1cccs1 | -8 | -15 | -22 | -3 | 4 | -8 | 1 | 3
12 | COc1ccc(CNCc2ccc(OC)c3ccccc23)cc1 | 13 | 5 | 15 | -4 | 16 | -2 | -6 | 1
13 | Cc1ccc(S(=O)(=O)N2CCCC(C(=O)NCCC3=CCCCC3)C2)cc1 (stereo not given) | 9 | 5 | -3 | -18 | 1 | 0 | 1 | -7
14 | O=[N+]([O-])C(C1CCS(=O)(=O)C1)C1CCS(=O)(=O)C1 (stereo not given) | 5 | -12 | 14 | -8 | 0 | -3 | 4 | -7
15 | COc1ccc(Cn2nnnc2C(CC(C)C)N2CCN(c3ccccc3)CC2)cc1 (stereo not given) | 8 | 3 | 7 | 8 | 10 | -11 | 0 | 21
16 | Cc1ccc(CNC(=O)C2=CCN(S(=O)(=O)c3ccc(C)cc3)CC2)cc1 | 12 | 7 | 13 | . | . | 2 | 5 | 4
17 | Cc1ccc(OCCC(=O)OCC(=O)Nc2ccc3[nH]c(=O)[nH]c3c2)cc1 | 0 | 5 | 3 | -2 | -9 | 0 | 6 | 1
18 | CS(=O)(=O)c1ccc2nc(NC(=O)CCNC(=O)c3ccccc3Cl)sc2c1 | -4 | -4 | -17 | -5 | -11 | -8 | 8 | 6
19 | FC(F)(F)c1ccc2nnc(-c3c(Cl)cccc3Cl)n2c1 | 5 | -7 | 7 | 2 | 1 | -4 | 3 | 6
20 | CSc1nnc(N2C(=O)C(O)=C(C(=O)c3ccco3)C2c2ccccc2)s1 (stereo not given) | -4 | -9 | -80 | 5 | -4 | 5 | -2 | 4
21 | CS(=O)(=O)N1CCN(c2ccc(NC(=O)CSc3ccc(Cl)cc3)cc2)CC1 | -12 | -1 | 0 | -11 | -10 | 0 | -7 | -29
22 | CN(C)c1nc(SCc2ccccc2)nc(N2CCOCC2)n1 | -1 | -10 | -12 | -1 | -2 | -8 | -12 | 16
23 | Cc1ccc(NC(=O)CCS(=O)(=O)c2cc3[nH]c(=O)c(=O)[nH]c3cc2C)cc1 | -4 | 11 | 5 | -2 | -14 | -1 | -2 | -13
24 | COC(=O)CNC(=O)COC(=O)/C=C/c1ccc(F)cc1 | 11 | 8 | 18 | -8 | 6 | -1 | -6 | 3
25 | CCOC(=O)/C(=C\c1ccccc1)C(=O)c1cc(C(C)=O)c(Nc2ccccc2)s1 | -1 | 20 | 0 | 20 | 11 | -2 | 7 | 17
26 | O=S(=O)(/N=C(/Nc1ccccc1)c1ccccc1O)c1ccccc1 | -3 | -6 | -8 | -7 | -13 | -7 | -2 | 10
27 | CN(Cc1ccccc1)C(=O)c1[nH]cnc1C(=O)Nc1nccs1 | -34 | 10 | 14 | 2 | 3 | -7 | -4 | 0
28 | O=C1CCC(=O)N1OCCCOc1ccc2c(c1)CCC2 | 2 | -7 | -4 | -8 | 9 | 1 | -4 | -7
29 | CC(NC(=O)Cn1nc(C(=O)O)c2ccccc2c1=O)c1ccccc1 (stereo not given) | -6 | -13 | 1 | -6 | -1 | 7 | -7 | 9
30 | CC(CC(=O)O)CC(=O)NNC(=O)c1cccc(Br)c1 (stereo not given) | 3 | 4 | 11 | 2 | -7 | 1 | 4 | -7
31 | Cc1cccc(C)c1-n1nnnc1-c1cnccc1C(F)(F)F | -1 | 17 | -18 | 0 | 9 | 3 | -1 | 1
32 | Cc1ccsc1C1C2=C(CC(C)(C)CC2=O)Nc2ncnn21 (stereo not given) | -6 | -11 | 12 | -6 | 2 | 3 | 4 | 1
33 | COc1ccc(-c2cc(=O)oc3c(C)c(OCC(=O)NCCCn4ccnc4)ccc23)cc1 | 8 | 1 | 13 | 4 | 9 | 6 | -3 | 2
34 | CCOC(=O)OC(C)OC(=O)[C@@H]1N2C(=O)[C@@H](NC(=O)[C@H](N)c3ccccc3)[C@H]2SC1(C)C (stereo not given in full) | 6 | -5 | 15 | -3 | -14 | 3 | 4 | -5
35 | CNC(=S)N1CCN(c2nc(-c3ccc(F)cc3)cs2)CC1 | 2 | -9 | 14 | -6 | 12 | 10 | -12 | 6
36 | Cc1ccc(C(C(=O)NC2CCCCC2)N(Cc2ccco2)C(=O)C2COc3ccccc3O2)o1 (stereo not given) | -18 | -7 | -5 | 4 | 3 | 1 | -1 | 38
37 | COc1cccc(/C=C/C(=O)OCC(=O)Nc2cc(S(=O)(=O)N3CCOCC3)ccc2C)c1 | 11 | 3 | 11 | -2 | 1 | 0 | 5 | -4
38 | O=C(CN(c1cccc(Cl)c1)S(=O)(=O)c1ccc(Cl)cc1)NCc1ccccn1 | -8 | -1 | -6 | -1 | 7 | -3 | -7 | 11
39 | CC(Nc1ccc(F)cc1F)C(=O)NC(=O)NC1CCCCC1 (stereo not given) | 5 | -19 | -13 | -6 | -1 | 2 | 2 | 15
40 | Cc1cccc(C(=O)NCCN2CCN(c3ccccc3)CC2)c1 | -2 | -11 | -13 | 3 | -5 | -6 | -8 | -3

Some of these compounds in order of their number in 697 NFkB inh, high to low:
nr | structure | UBC13 inh | Jurkat NFkB inh | 697 NFkB inh | HKDC1 inhibitor | SENP7 block
33 | COc1ccc(-c2cc(=O)oc3c(C)c(OCC(=O)NCCCn4ccnc4)ccc23)cc1 | 8 | 1 | 13 | 4 | 6
36 | Cc1ccc(C(C(=O)NC2CCCCC2)N(Cc2ccco2)C(=O)C2COc3ccccc3O2)o1 (stereo not given) | -18 | -7 | -5 | 4 | 1
38 | O=C(CN(c1cccc(Cl)c1)S(=O)(=O)c1ccc(Cl)cc1)NCc1ccccn1 | -8 | -1 | -6 | -1 | -3

Next records:
item | molecule | UBC13 inh | Jurkat NFkB inh | 697 NFkB inh | HKDC1 inhibitor | Gli-Sufu antag | SENP7 block | SENP8 inh | Apaf1 inhib
41 | CCOc1ccc(C(=O)C[n+]2ccc(C(=O)NCc3ccccc3)cc2)cc1 | 2 | 7 | 19 | -7 | 10 | -4 | -1 | -7
42 | O=C(CCNS(=O)(=O)c1ccccc1)OCC(=O)c1ccc(F)cc1 | -15 | -22 | -38 | -2 | -2 | -1 | 2 | 0
43 | COCCCn1c(C(=O)NCCC2=CCCCC2)cc2c(=O)n3cccc(C)c3nc21 | 33 | 12 | -12 | -5 | 22 | 2 | -4 | 4
44 | Cc1noc(C)c1CSCC(=O)Nc1cc(S(C)(=O)=O)ccc1Cl | -3 | 5 | 9 | -3 | 0 | -9 | -7 | -3
45 | CN=C(c1ccc([N+](=O)[O-])cc1)N1CCCCC1 | 1 | 13 | 6 | -10 | 1 | -6 | -4 | -7
46 | CC(=O)Nc1sc(C)c(C)c1C(=O)OCC(=O)Nc1cc(S(C)(=O)=O)ccc1Cl | 7 | 7 | 22 | -5 | -11 | 6 | 0 | -13
47 | Cc1cc(SCC(=O)N(CC(C)C)c2c(N)n(CC(C)C)c(=O)[nH]c2=O)nc2ccccc12 | 3 | -1 | -4 | 1 | -13 | 4 | -9 | -4
48 | CC(C)Oc1ccc(OCCn2c(S(=O)(=O)O)nc3c(N)ncnc32)cc1 | -1 | -6 | 0 | -3 | 0 | -1 | -6 | 1

Whole records from above. Screens in order: UBC13 inh	Jurkat NFkB inh	697 NFkB inh	HKDC1 inhibitor	Gli-Sufu antag	SENP7 block	SENP8 inh	Apaf1 inhib
Cc1ccc(C(C(=O)NC2CCCCC2)N(Cc2ccco2)C(=O)C2COc3ccccc3O2)o1 (stereo not given) reads -18	-7	-5	4	3	1	-1	38
CN=C(c1ccc([N+](=O)[O-])cc1)N1CCCCC1 reads 1	13	6	-10	1	-6	-4	-7
O=C1CCC(=O)N1OCCCOc1ccc2c(c1)CCC2 reads 2	-7	-4	-8	9	1	-4	-7

Continued.
item | molecule | UBC13 inh | Jurkat NFkB inh | 697 NFkB inh | HKDC1 inhibitor | Gli-Sufu antag | SENP7 block | SENP8 inh | Apaf1 inhib
49 | Cc1cc(Cl)ccc1NC(=S)NCCC(c1ccccc1)c1ccccc1 | -8 | -15 | -20 | -3 | 3 | -7 | 1 | 17
50 | O=C(Cn1cccc1C(=O)c1ccccc1)NCCCc1ccccc1 | -3 | 7 | -21 | -4 | -27 | 14 | -14 | 3
51 | CC1=NN(C(N)=S)C(=O)C1N=Nc1ccc(F)cc1 (stereo not given) | -4 | -26 | -116 | -20 | -34 | 80* | 79* | -8
52 | COc1cc(/C=N\NC(=O)c2ccc(=O)[nH]n2)cc(OC)c1OC | -4 | 7 | -41 | 2 | -4 | 7 | -5 | -3
53 | Cc1ccc(NC(=S)NC(=O)c2c(-c3ccccc3Cl)noc2C)cc1 | -2 | -2 | 15 | 4 | -32 | 7 | -2 | 20
54 | Cc1ccc(S(=O)(=O)N2CCCN(C)CC2)cc1 | 3 | -4 | 6 | -3 | -7 | 8 | 5 | 0
55 | O=C(Nc1ccc2snnc2c1)N1CCN(c2ccccc2)CC1 | -4 | 3 | -27 | -4 | 13 | 4 | 8 | 15
56 | Cc1nnsc1S(=O)c1ccc(Cl)c(Cl)c1 (stereo not given) | 6 | 7 | 2 | 2 | 6 | 0 | 2 | 2
57 | O=C(Nc1scc(-c2ccc(F)cc2)c1C(=O)O)c1ccco1 | -5 | -5 | -46 | 10 | -4 | 46 | 71* | 14

Reprinted, nos. 56–57
item | molecule | UBC13 inh | Jurkat NFkB inh | 697 NFkB inh | HKDC1 inhibitor | Gli-Sufu antag | SENP7 block | SENP8 inh | Apaf1 inhib
56 | Cc1nnsc1S(=O)c1ccc(Cl)c(Cl)c1 (stereo not given) | 6 | 7 | 2 | 2 | 6 | 0 | 2 | 2
57 | O=C(Nc1scc(-c2ccc(F)cc2)c1C(=O)O)c1ccco1 | -5 | -5 | -46 | 10 | -4 | 46 | 71* | 14
